ROC1-CUL1 inh = inhibitors of human ROC1-CUL1 ubiquitin ligase activity; E3 ubiquitin-protein ligase RBX1 (Homo sapiens) + Cullin-1 (Homo sapiens), P62877+Q13616; in vitro K48 di-Ub FRET, acceptor:donor ratio, 45 min; inhibition, % at 10 µM; hit rate 0.6% among 140,000; in the data active = inhibition above about 25%
Target sequence (P62877 whole entry, looked up): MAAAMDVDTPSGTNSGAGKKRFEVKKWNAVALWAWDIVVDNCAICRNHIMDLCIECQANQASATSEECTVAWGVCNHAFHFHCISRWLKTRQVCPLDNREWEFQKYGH
Target sequence (Q13616 whole entry, looked up): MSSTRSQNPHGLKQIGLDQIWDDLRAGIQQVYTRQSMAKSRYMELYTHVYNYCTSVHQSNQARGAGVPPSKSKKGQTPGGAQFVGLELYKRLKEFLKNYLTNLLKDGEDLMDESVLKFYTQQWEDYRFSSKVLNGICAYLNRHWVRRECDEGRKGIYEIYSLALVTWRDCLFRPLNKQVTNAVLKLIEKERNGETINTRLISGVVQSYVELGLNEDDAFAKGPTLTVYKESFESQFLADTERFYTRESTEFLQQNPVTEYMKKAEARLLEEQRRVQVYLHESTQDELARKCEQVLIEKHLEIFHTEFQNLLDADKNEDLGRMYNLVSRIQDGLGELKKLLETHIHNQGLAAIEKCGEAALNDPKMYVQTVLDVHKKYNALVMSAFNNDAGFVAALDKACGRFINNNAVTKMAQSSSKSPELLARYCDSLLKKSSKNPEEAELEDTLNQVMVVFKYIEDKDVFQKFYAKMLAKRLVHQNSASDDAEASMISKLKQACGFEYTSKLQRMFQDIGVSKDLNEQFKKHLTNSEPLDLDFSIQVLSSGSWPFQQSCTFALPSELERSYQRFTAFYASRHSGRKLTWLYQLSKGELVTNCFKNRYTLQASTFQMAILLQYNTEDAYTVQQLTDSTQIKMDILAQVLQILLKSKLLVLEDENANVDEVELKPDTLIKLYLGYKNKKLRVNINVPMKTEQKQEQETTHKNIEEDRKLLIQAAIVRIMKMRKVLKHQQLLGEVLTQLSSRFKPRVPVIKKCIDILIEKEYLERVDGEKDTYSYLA
* = called active by the depositor.

The opening two compounds (preview)
nr	SMILES	ROC1-CUL1 inh
1	COc1ccc(N2CCN(c3c4c(nc5nncn35)CCC4)CC2)cc1	-11.2
2	O=C(NCC(c1ccco1)S(=O)(=O)c1ccc(Cl)cc1)c1ccc(C(F)(F)F)cc1 (configuration not stated)	5.8

The list itself (from the top)
nr	SMILES	ROC1-CUL1 inh
1	COc1ccc(N2CCN(c3c4c(nc5nncn35)CCC4)CC2)cc1	-11.2
2	O=C(NCC(c1ccco1)S(=O)(=O)c1ccc(Cl)cc1)c1ccc(C(F)(F)F)cc1 (configuration not stated)	5.8
3	Cc1ccc(C(=O)Nc2nc3n(n2)C(c2ccccc2)CC(c2ccccc2)=N3)cc1 (configuration not stated)	2.1
4	O=C(Nc1ccc(F)c(Cl)c1)C1CCN(C(=O)c2ccccc2F)CC1	6.2
5	Cc1cc(=O)[nH]c(-c2ccc(CN3CCCCC3c3nccs3)cc2)n1 (configuration not stated)	9.0
6	COCCn1c(C)cc(C(=O)CSc2ncnc3scc(-c4ccccc4)c23)c1C	-0.4
7	O=C1N2CCN=C2SCN1c1ccccc1	6.4
8	CC1CCCCN1C(=O)CSc1nc2ccccc2nc1Cc1ccc(Cl)cc1 (configuration not stated)	1.4
9	COCCNc1oc(-c2ccccc2)nc1S(=O)(=O)c1ccc(Br)cc1	-1.6
10	Cc1ccc(S(=O)(=O)N2CCOCC2)c(C)c1-n1cnnn1	1.2

Some of the entries above in another layout.
item | ROC1-CUL1 inh | SMILES
2 | 5.8 | O=C(NCC(c1ccco1)S(=O)(=O)c1ccc(Cl)cc1)c1ccc(C(F)(F)F)cc1 (configuration not stated)
8 | 1.4 | CC1CCCCN1C(=O)CSc1nc2ccccc2nc1Cc1ccc(Cl)cc1 (configuration not stated)

(next part)
nr	SMILES	ROC1-CUL1 inh
11	Cc1ccc(N(C)C(=O)CN2C(=O)CCc3cc(S(=O)(=O)N4CCOCC4)ccc32)cc1	0.2
12	COCCCNC(=O)C1CCN(c2nn3cc(-c4ccc(F)cc4)nc3s2)CC1	9.8
13	Cc1cccc(NC(=O)c2ccccc2)c1C	-6.8
14	Cc1ccc(CN(Cc2ccco2)C(=O)COc2ccc(C)c(C)c2)cc1	0.5
15	O=C(C1CCCO1)N1N=C(c2c(-c3ccccc3)c3cc(Cl)ccc3[nH]c2=O)CC1c1ccco1 (configuration not stated)	11.5
16	CCN1CCCC1CNCc1ccccc1C (configuration not stated)	6.3
17	O[C@H]1[C@H](N2CCOC3(CCCC3)C2)c2ccccc2C12CCNCC2	4.5
18	COc1ccc(NC(=O)c2ccco2)cc1NC(=O)c1cc(Cl)ccc1OC	13.3
19	COc1ccc(C2=NN(C(=O)/C=C/C(=O)O)C(c3ccc(OC)cc3)C2)cc1 (configuration not stated)	9.3
20	Cc1nc(N2CCC(C(=O)NCC3CC4C=CC3C43CC3)CC2)nc2cc(S(C)(=O)=O)ccc12 (configuration not stated)	-4.6
21	CCc1ccccc1NC(=O)CN1C(=O)c2cccnc2Sc2ccccc21	6.5
22	COc1ccc(CNC(=O)c2ccccc2C)cc1	0.2
23	CC(=Nc1sc2c(c1C#N)CCC2)c1ccc(Cl)s1	-10.1
24	COc1ccc(C(=O)NCC(c2ccc3c(c2)OCO3)N2CCN(C)CC2)cc1OC (configuration not stated)	-4.9
25	O=c1/c(=C/c2ccccc2OCc2ccccc2Cl)sc2n1C(c1cccs1)C1=C(N=2)c2ccccc2CC1 (configuration not stated)	1.1
26	O=C(CN(Cc1ccc(Cl)cc1)S(=O)(=O)c1ccccc1)NCCC1=CCCCC1	-4.4
27	Fc1cccc(Cl)c1CNCc1ccncc1	8.6
28	COc1ccc(C)cc1S(=O)(=O)N(C)CC(=O)N1CCCC1	-0.1
29	Cc1ccc(SC(CC(=O)c2ccc(C)cc2)C(=O)O)cc1 (configuration not stated)	4.8
30	C[n+]1c(-c2ccc(C#N)cc2)c([N+](=O)[O-])n2ccccc21	0.8
31	COC(=O)CCc1sc(NC(=O)CSCC(=O)O)nc1-c1ccc(OC)cc1	7.5
32	COC(=O)c1cc(NC(=O)c2ccco2)ccc1O	-1.0
33	COc1ccc(NC(=O)CCSc2nc3c(c(-c4ccccc4)c2C#N)C(=O)CC(C)(C)C3)cc1	1.0
34	O=C(O)C1CCCCC1C(=O)Nc1ccc(N2CCN(CCO)CC2)cc1 (configuration not stated)	-0.1
35	COc1ccc(-c2[nH]ncc2C(=O)NCc2cccc(F)c2)cc1	-1.9
36	CC(NS(=O)(=O)c1cccc(Cl)c1)C(=O)Nc1ccc(Br)cc1F (configuration not stated)	-6.7
37	Cc1ccc2nc(NC(=O)c3nc(SCc4ccccc4C)ncc3Cl)sc2c1	3.8
38	COc1c(OC(C)=O)c(-c2ccccc2)oc(=O)c1C(C)(C)C	9.1
39	CC(C)CCOc1ccc(Oc2nc(N(C)C)nc(N(C)C)n2)nn1	-2.5
40	CC1CCN(S(=O)(=O)c2ccc3c(c2)N(CC(=O)NCCCOC(C)C)C(=O)CO3)CC1	7.1
41	NC(=Nc1ccc2c(c1)OCCO2)N=C1N=C2CCCC2C(=O)N1 (configuration not stated)	5.0
42	COc1ccc(-n2nnnc2SC(C)C)cc1	-5.4
43	CC(=O)Nc1ccc(Oc2cc(C#N)c(C#N)cc2N2CCOCC2)cc1	-4.9
44	Cc1sc2nc(SCc3cccc(C(F)(F)F)c3)n(-c3ccccc3)c(=O)c2c1C	-7.1
45	Cc1ccc(S(=O)(=O)N2CCC(C(=O)Nc3ccc(O)cc3)CC2)cc1	-4.7
46	Cc1ccc(NC(=O)[C@@H]2C3C=CC(O3)[C@@H]2C(=O)O)cc1 (some centres not stated)	-7.5
47	CC(C)(CO)CNC(=O)CC1C(=O)NCCN1C1CCCC1 (configuration not stated)	0.9
48	CC1Cc2cc(C(=O)C3C(=O)C(=O)N(CC4CCCO4)C3c3ccncc3)ccc2O1 (configuration not stated)	8.1
49	CCOC(=O)Cn1c2c(c(=N)c3c1CCC3)CCCC2	-5.0
50	COc1ccc(C(=O)N(Cc2ccco2)Cc2ccccc2F)cc1Cl	-1.1
51	Cc1cc(OCc2nc3ccccc3s2)ccc1NC(=O)NC1CCCCC1	8.1
52	CC(COc1ccccc1)N1CCc2onc(-c3ccc4c(c3)OCO4)c2C1 (configuration not stated)	-7.2
53	COc1cc(C2c3c(n[nH]c3-c3ccccc3)OC(=N)C2C#N)ccc1OC1CCCC1 (configuration not stated)	-0.9
54	Cc1[nH]nc2c1C(c1ccccn1)N(c1ccc(Br)cc1)C2=O (configuration not stated)	2.3
55	Cn1ccnc1SCC(=O)Nc1cccc(Br)c1	3.0
56	CCN(CCCNC(=O)Cn1ncc2c([nH]c3ccc(C)cc32)c1=O)c1cccc(C)c1	8.6
57	O=C(Nc1nc(C23CC4CC(CC(C4)C2)C3)cs1)C12CC3CC(C1)CC(n1ncnn1)(C3)C2	-1.0
58	COc1ccc2c(c1)Cc1sc(NC(=O)c3cccc(Br)c3)nc1-2	-17.8
59	Cc1c(Cl)cccc1NS(=O)(=O)c1ccc(NS(=O)(=O)c2ccc3c(c2)OCCO3)cc1	14.5
60	COc1ccc(CNCc2ccccc2F)cc1OCC(O)CN(C)C(C)C (configuration not stated)	5.0

The listing continues.
nr	SMILES	ROC1-CUL1 inh
61	NC(=O)c1ccc(-c2cn3ccccc3n2)cc1	-3.9
62	O=C(NCCN1CCOCC1)NC1CCCC1	-5.1
63	Cc1cc(OCC=C(Cl)Cl)c2cccc(C)c2n1	1.1
64	COCc1cc(=O)[nH]c(SCc2ccccc2)n1	17.7
65	N#Cc1cc2c(nc1SCc1ccc(C(=O)O)cc1)CCCCCC2	-5.9
66	O=c1c2cnc3nc(-c4ccccc4)nn3c2ccn1C1CCCCC1	3.2
67	O=C1[C@@H]2C3CCC(O3)[C@H]2C(=O)N1CNc1ccccc1	7.5
68	COC(=O)C1CCCCN1C1CCN(c2ccc(CC(=O)NCCc3cccc(F)c3)cc2)CC1 (configuration not stated)	3.7
69	O=C(O)c1c(Br)ccc2c1OCO2	7.8
70	Cn1c(SCCc2ccc([N+](=O)[O-])cc2)nccc1=O	-3.9
71	COCCN1CC(C(=O)NCC2(c3ccccc3)CCOCC2)CCC1=O (configuration not stated)	6.0
72	CCCC(=O)Nc1ccc(C(=O)Nc2ccc(Br)cc2F)cc1	0.9
73	CSc1ccc(CN2C[C@H](O)[C@@H](N3CCOCC3)C2)cc1	7.7
74	CCc1ccc(NC(=O)CSc2nnc(-c3nonc3NC(C)=O)n2-c2ccccc2)cc1	-5.9
75	CCSCCn1ncc(N2CCCCC2)cc1=O	-0.5
76	Clc1ccc(Cc2nn3c(-c4ccncc4)nnc3s2)cc1	-0.3
77	Cc1ccc(C2C3=C(CC(C)(C)CC3=O)N(N3CCOCC3)C(=N)C2C#N)cc1 (configuration not stated)	7.4
78	CCOc1ccccc1C(=O)NC1CCN(Cc2ccccc2)CC1	5.2
79	CCc1ccc(C(=O)CC2(O)C(=O)N(Cc3ccc(C)cc3)c3ccccc32)cc1 (configuration not stated)	2.7
80	COc1ccccc1-c1cc(NC(=O)COc2ccccc2Cl)n(-c2ccccc2)n1	-7.7
81	COc1ccc(CCNC(=O)CS(=O)Cc2nc(-c3ccc(C)cc3)oc2C)c(OC)c1 (configuration not stated)	2.2
82	CNc1ncncc1Br	1.3
83	O=C(NCC1COc2ccccc2O1)c1coc(COc2ccccc2F)n1 (configuration not stated)	11.7
84	O=C1CCCN1CC(=O)N1CCCC(CCc2ccccc2F)C1 (configuration not stated)	-1.7
85	COc1cccc(-c2noc(CCCC(=O)NCc3ccco3)n2)c1	4.2
86	CCn1c(C(=O)NCc2ccc(OC(C)C)cc2)cc2oc3ccccc3c21	5.5
87	Cc1nn(C(C)(C)C)c(OC(=O)c2c(F)cccc2F)c1Sc1ccccc1	-12.8
88	CCn1cc(CNC(=O)c2cc(-c3ccc(C)c(C)c3)nc3ccccc23)c(C)n1	-2.6
89	O=C(COC(=O)c1ccc2c(c1)C(=O)N(c1ccccc1C(=O)OCC(=O)c1ccccc1)C2=O)c1ccccc1	-15.8
90	CCCCOc1ccc(C(=O)NC(C)CC)cc1 (configuration not stated)	-6.1

Three compounds out of the list above, sorted by the number in ROC1-CUL1 inh, low to high.
nr	SMILES	ROC1-CUL1 inh
84	O=C1CCCN1CC(=O)N1CCCC(CCc2ccccc2F)C1 (configuration not stated)	-1.7
85	COc1cccc(-c2noc(CCCC(=O)NCc3ccco3)n2)c1	4.2
83	O=C(NCC1COc2ccccc2O1)c1coc(COc2ccccc2F)n1 (configuration not stated)	11.7

Carrying on.
nr	SMILES	ROC1-CUL1 inh
91	Cc1nn(-c2nnc(-n3nc(C)c(Cl)c3C)nn2)c(C)c1Cl	2.6
92	Cc1cccc(C(=O)Nc2nnc(SCc3cc(=O)n4cccc(C)c4n3)s2)c1	-1.0
93	COc1ccc(C2(C(=O)Nc3ccccc3[N+](=O)[O-])CCCC2)cc1OC	-7.3
94	CCN(C(=O)Cn1ncc2c1-c1cc(C)ccc1OC2)c1cc(Cl)ccc1OC	-3.7
95	O=C(Nc1cccc(-n2cnnn2)c1)C1CCCN(Cc2nccs2)C1 (configuration not stated)	3.8
96	CC(C)CNC(=O)c1ccccc1NC(=O)CSCc1ccccc1Cl	-6.1
97	Cc1cccc(C)c1NC(=O)c1nnn(-c2ccccc2F)c1C	-4.7
98	COCCN1CC(C(=O)NCCCc2ccc(F)cc2)CCC1=O (configuration not stated)	14.7
99	Cc1ccc2oc3c(c(=O)c2c1)C(c1ccc(OCC(N)=O)cc1)N(Cc1ccc2c(c1)OCO2)C3=O (configuration not stated)	3.0
100	CN1C(=O)COc2ccc(Cl)cc21	-2.0
101	COc1ccc2[nH]c3c(c2c1)CN(C(=O)CN1Cc2ccccc2OC(c2ccccc2OC)C1)CC3 (configuration not stated)	6.6
102	CN(C)C(=O)C1CCCN(C2CCN(C3Cc4ccccc4C3)CC2)C1 (configuration not stated)	3.1
103	C=CCn1c(SCC(=O)Nc2c(F)cccc2F)nc2scc(-c3ccc(C)o3)c2c1=O	-4.9
104	CCOc1ccc(CNCC2(c3ccccc3)CCCC2)cc1OC	-5.5
105	O=C(CCC1CCN(C2CSCCSC2)CC1)N1CCCC1	-6.8
106	COc1ccc(C2NC(=S)N=C(C)C2C(=O)Nc2cccc(C)c2C)cc1 (configuration not stated)	-4.2
107	CSc1sc(SC)c(COC(C)=O)c1COC(C)=O	8.0
108	COc1ccc(-c2nn(C)c3sc(C(=O)N4CCN(c5cc(Cl)ccc5C)CC4)cc23)cc1OC	-6.2
109	Cc1cc(-c2ccc(C(C)C)cc2)n(-c2cccc3cccnc23)n1	8.2
110	N#Cc1cc(-c2ccccc2)c(N)[nH]c1=O	1.7
111	COc1ccccc1C1CC(c2c(-c3ccccc3)c3cc(C)ccc3[nH]c2=O)=NN1C(=O)CCC(=O)O (configuration not stated)	5.2
112	Cc1ccc2c(c1)c1c3n2CC(O)CN=C3CCC1 (configuration not stated)	-5.8
113	CCCCNC(=O)NNC(=O)c1cc(-c2ccc(OC)cc2)nc2ccccc12	0.7
114	CC(C)CCNC(=O)CN1C(=O)c2cccnc2Sc2ccccc21	6.9
115	COc1ccc(-c2noc(-c3cc4ccccc4oc3=O)n2)cc1OC	3.4
116	CNC(=O)c1ccc(OC)c(OC)c1	-0.7
117	Cc1ccc(C)c(C(=O)COC(=O)c2ccc(N3C(=O)C4C5c6ccccc6C(Br)(c6ccccc65)C4C3=O)cc2)c1 (configuration not stated)	3.7
118	COc1ccc(-c2ccc3c(N)c(C(=O)Nc4ccc(C)cc4C)sc3n2)cc1OC	-0.6
119	O=C(Nc1cc2nn(-c3ccccc3)nc2cc1Cl)c1ccco1	-4.1
120	CC1CCN(S(=O)(=O)c2ccc3c(c2)N(CC(=O)N2CCN(c4ccccc4)CC2)C(=O)CO3)CC1	3.3
121	Cc1sc2ncn(CC(=O)N3CCN(c4ccccc4F)CC3)c(=O)c2c1S(=O)(=O)N1CCN(c2ncccn2)CC1	-2.0
122	CSc1ncc(C(=O)Nc2cccc(Cl)c2C)c(-c2ccccc2)n1	-1.8
123	NC(=O)CSc1nnnn1-c1cccc(O)c1	1.9
124	CCCc1nnc(NC(=O)c2cc(=O)c3cc(Cl)ccc3o2)s1	6.3
125	Fc1ccc(-n2ncc(-c3nnnn3-c3ccccc3)c2C(F)(F)F)cc1	-2.9
126	O=C1Cc2ccccc2C1SC1=NCCS1 (configuration not stated)	13.2
127	CCCC(=O)N=C1c2ccccc2CC2(CCCCC2)C1C#N (configuration not stated)	0.6
128	C[C@H](C(=O)NCc1ccccc1)C(=O)c1ccccc1	8.7

The list is partial; rates above refer to the full screens.
